From PubChem
D1 PAM – Potentiators of Human D1 Dopamine Receptor: qHTS; D(1A) dopamine receptor (Homo sapiens), P21728; HEK293 TREx D1 cells, calcium flux, dopamine EC20 potentiation; potentiation, % at 10 µM; hit rate 0.036% among 360,000; in the data active = potentiation above about 30%; also: 0% is about no effect
D2 ag – HTS Assay for Allosteric Agonists of the Human D2 Dopamine Receptor: Primary Screen for Agonists | activation, % at 2 µM | D(2) dopamine receptor (Homo sapiens), P14416 | AID 485358, 2010 | hit rate 0.53% among 340,000 | HEK293 T-REx D2 cells, calcium flux agonist mode;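 active = activation over 3 SD above normal in the single-dose calcium agonist read, cut at about 30% in these data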; also: 0% is about no effect
Target sequence (P14416 whole entry, looked up): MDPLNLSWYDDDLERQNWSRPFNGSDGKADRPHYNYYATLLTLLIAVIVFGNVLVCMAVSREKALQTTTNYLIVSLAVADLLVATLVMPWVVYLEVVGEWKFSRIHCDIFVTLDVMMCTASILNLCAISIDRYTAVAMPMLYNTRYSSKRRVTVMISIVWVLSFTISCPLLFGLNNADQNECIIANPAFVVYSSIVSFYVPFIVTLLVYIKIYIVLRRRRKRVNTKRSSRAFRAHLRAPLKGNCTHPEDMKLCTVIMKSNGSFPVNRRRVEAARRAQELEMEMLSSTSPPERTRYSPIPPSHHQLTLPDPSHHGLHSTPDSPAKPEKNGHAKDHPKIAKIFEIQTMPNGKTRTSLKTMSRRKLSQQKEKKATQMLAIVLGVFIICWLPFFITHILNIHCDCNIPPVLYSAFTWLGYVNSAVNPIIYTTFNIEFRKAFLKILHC
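Tetracycline-induced HEK293 T-REx cells with force-coupled D2 receptor, plated overnight at 30 C, loaded with no-wash calcium dye. After a 10 s baseline, compound was pin-added and calcium flux read kinetically for 180 s; calcium rises flagged agonists.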
TRHR ag – qHTS for Small Molecule Agonists and Allosteric Enhancers of Human TRH Receptor: Primary Screen for Agonists | Thyrotropin-releasing hormone receptor (Homo sapiens), P34981 | TRHR cells, calcium flux fluo-8, FDSS agonist mode | activation, % at 2 µM | hit rate 0.18% among 360,000 | AID 493084, 2011; also: 0% is about no effect
Target sequence (P34981 whole entry, looked up): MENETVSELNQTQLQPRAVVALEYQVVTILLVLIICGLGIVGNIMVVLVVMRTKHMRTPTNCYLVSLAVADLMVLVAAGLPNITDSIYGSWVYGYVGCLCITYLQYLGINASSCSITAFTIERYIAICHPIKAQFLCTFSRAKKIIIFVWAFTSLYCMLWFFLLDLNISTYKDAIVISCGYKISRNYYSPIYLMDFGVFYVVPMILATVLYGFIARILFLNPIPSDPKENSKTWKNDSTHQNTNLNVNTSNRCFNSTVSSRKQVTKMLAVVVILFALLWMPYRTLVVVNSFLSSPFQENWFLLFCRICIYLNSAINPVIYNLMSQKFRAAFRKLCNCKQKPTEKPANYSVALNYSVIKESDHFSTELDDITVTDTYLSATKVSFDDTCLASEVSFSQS
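Read-out: compound-evoked intracellular calcium rise in TRHR cells, fluo-8 dye, kinetic FDSS fluorescence at 1 s/cycle following a 10-cycle baseline. Cells cultured overnight before dye loading (30 min–1.5 h, RT).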
D1 ag – Allosteric Agonists of the Human D1 Dopamine Receptor: qHTS; hit rate 1% among 360,000; D(1A) dopamine receptor (Homo sapiens), P21728; AID 504660, 2011; activation, % at 2 µM; HEK293 T-REx D1 cells, calcium flux, agonist mode; also: 0% is about no effect
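Inducible HEK293 T-REx D1 cells, force-coupled to calcium signalling, were plated at 4000 cells/well with tetracycline and held overnight at 30 C. After no-wash calcium dye loading, compound-evoked calcium rise over 180 s flagged agonists.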
TRHR enhancer – qHTS for Small Molecule Agonists and Allosteric Enhancers of Human TRH Receptor: Primary Screen for Enhancers; AID 493056, 2011; TRHR cells, fluo-8 calcium fluorescence, EC20 TRH enhancement; hit rate 0.66% among 360,000; Thyrotropin-releasing hormone receptor (Homo sapiens), P34981; enhancement, % at 2 µM; in the data active = enhancement above about 30%; also: 0% is about no effect
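TRHR-expressing cells loaded with fluo-8 calcium dye were read kinetically (ex 480/em 530) during compound addition, then stimulated with an EC20 of TRH (10 nM final). Enhancement of the Gq-mediated intracellular calcium response was scored.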
D2 potentiator – HTS Assay for Positive Allosteric Modulators of the Human D2 Dopamine Receptor: Primary Screen for Potentiators | D(2) dopamine receptor (Homo sapiens), P14416 | HEK293 T-REx D2, calcium flux, EC20 dopamine potentiation | potentiation, % at 10 µM | hit rate 0.34% among 340,000 | AID 485347, 2010;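 active = potentiation over 3 SD above the plate norm, cut at about 30% in these data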; also: 0% is about no effect
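Potentiation of an EC20 dopamine calcium response measured kinetically over 180 s, after a preceding 180 s compound-only read flagging agonists. Cells: inducible Hek293 Trex D2 line, 4000/well, cultured overnight at 30 C before dye loading.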
D1 antag – Antagonist of Human D 1 Dopamine Receptor: qHTS. HEK293 TREx D1 cells, calcium flux, dopamine EC80; hits give low values. activity change, negative = inhibition, % at 10 µM. hit rate 3.2% among 360,000; in the data active = activity change below about -30%; also: % is scaled to controls: 0 for no effect and ±100 for the full control effect
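Calcium flux readout: force-coupled, inducible Hek293 Trex D1 line, cells induced overnight at 30 C with tetracycline, dye-loaded 30–90 min at RT. Antagonism scored against EC80 dopamine challenge given 180 s after compound.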
D2 antagonist – HTS Assay for Allosteric Antagonists of the Human D2 Dopamine Receptor: Primary Screen for Antagonists; HEK293 TREx D2 cells, calcium flux, dopamine EC80; inhibition, % at 10 µM; hit rate 2% among 340,000; in the data active = inhibition above about 30%; also: 0% is about no effect
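Read-out: kinetic calcium fluorescence (1 cycle/s) in inducible HEK293 T-REx D2 cells after an EC80 dopamine addition that followed 180 s compound preincubation. Loss of the dopamine response indicates antagonism.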
RXFP1 antagonist – qHTS Assay for Antagonists of the Relaxin Receptor RXFP1. HEK293-RXFP1, relaxin-stimulated cAMP HTRF, 30 min; hits give low values. activity change, negative = inhibition, % at 57.5 µM. AID 1259400, 2018. hit rate 0.59% among 350,000. Relaxin receptor 1 (Homo sapiens), Q9HBX9;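 active = activity change of -60% or lower, but not beyond a set lower limit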; also: % is scaled to controls: 0 for no effect and ±100 for the full control effect
* marks the source's active call; other numbers are inactive results; x = not tested or not shown. Rule as the data show it, unless noted: active = activation above about 30%; inactive = the rest.

SMILES	D1 PAM	D2 ag	TRHR ag	D1 ag	TRHR enhancer	D2 potentiator	D1 antag	D2 antagonist	RXFP1 antagonist
CC1(C)OC(c2ccccc2)=C/C(=C/C=C2C(=O)c3ccccc3C2=O)O1	-1	0.7	5.9	8	-1	x	9	-3	-8
Cc1ccc(N2CC(C(=O)NCc3nnnn3-c3ccc(C)c(C)c3)CC2=O)cc1C (stereo not drawn)	4	0.8	-0.4	0	-2	7	-3	x	-20
CCC1=C(c2ccc(C)cc2)S(=O)(=O)N=C1N1CCC(C(=O)NCCc2ccc(Cl)cc2)CC1	-6	0.1	0.3	5	3	-5	-11	x	-25
CCC(C)C(=O)Nc1ccc(OC)cc1[N+](=O)[O-] (stereo not drawn)	-2	x	-0.6	0	-1	x	3	x	1
O=C1CC(c2ccccc2)CN1Cc1ccccc1 (stereo not drawn)	-2	0.4	0.3	2	-2	-4	6	-2	-2
COc1cccc(C2CC(=O)Nc3c2c(=O)n(C)c(=O)n3C)c1OC (stereo not drawn)	-11	-0.1	0.0	1	-7	1	10	9	x
COc1ccc(Cc2nnc(SCc3nc4ccccc4c(=O)[nH]3)o2)cc1	-3	-0.3	0.1	2	-11	11	-4	3	1
Cc1cc(C)c2c(c1)/C(=N/NC(=S)Nc1ccc(F)cc1)CCC2	-10	0.6	-0.5	1	5	-11	9	-21	1
CCOC(=O)Nc1ccc(S(=O)(=O)N2CCOCC2)cc1	-4	-0.6	-1.9	10	12	11	1	9	-8
COc1ccc(CCNC(=O)c2c[nH]n3c(=O)c(Cc4ccccc4Cl)c(C)nc23)cc1OC	-1	x	0.0	12	-2	-27	-10	x	-1
O=C(COc1ccccc1F)Nc1c(C(=O)Nc2cccc(F)c2)oc2ccccc12	0	1.0	1.9	9	-5	-19	1	x	x
CCCCCCc1cc2cc(-c3nnc(-c4ccccc4OC)o3)c(=O)oc2cc1O	-9	110*	148*	303*	-14	-1	-9	-43	-14
COc1cc(C2OC(=O)c3c2ccc(OC)c3OC)ccc1O (stereo not drawn)	-3	x	-0.4	6	-4	x	-4	x	x
Cc1ccc2c(c1)C(c1ccccc1)N(C(=O)CC(C)C)CC(=O)N2 (stereo not drawn)	-10	-0.2	-0.9	5	7	4	-3	-27	-1
CCOC1(C)OCC(=O)[C@]2(CCC3C4CCC5=CC(=O)C=CC5(C)C4C(=O)CC32C)O1 (stereo partly drawn)	-8	-0.9	-0.5	2	-7	-4	-7	-2	-2
COCCN1Cc2cccc(C(=O)Nc3ccc(C)c(C)c3)c2C1=O	-7	-0.3	-0.2	-1	8	-2	-23	11	5
O=C(c1cc(-c2ccncc2)nc2ccccc12)N1CCN(c2ccc(N3CCOCC3)nn2)CC1	4	-1.5	-0.9	0	13	8	10	0	-33
COC(=O)[C@@H]1C[C@@]2(O)[C@H](O)[C@H](O)[C@H](O)C[C@H]2N1Cc1ccc(C(C)(C)C)cc1	-4	0.0	-0.1	3	-7	5	9	24	x
Nn1c(SCc2cccc(F)c2)nnc1-c1cccnc1	-5	0.1	0.9	2	2	4	-31*	23	-12
CCOC(=O)c1c(C=O)c(C)n(Cc2ccc(Cl)cc2)c1C	-4	-1.7	-0.3	5	-3	4	2	-19	0
N[C@@H](Cc1ccccc1)C(=O)N1CCC(C(=O)N[C@@H](CCC(=O)O)C(=O)O)CC1	3	0.3	0.3	5	4	13	2	25	10
O=C(Nc1ncccc1O)c1c(O)c2ccccc2[nH]c1=O	-3	x	27	0	-6	x	15	x	7
CCOC(=O)C1=C(C)N(C)C(=O)NC1c1ccc2c(c1)OCO2 (stereo not drawn)	-8	0.7	-0.2	1	24	-11	-8	-36	-2
Cc1cc(C(=O)CSc2ncccn2)c(C)n1-c1cccc(F)c1	-1	1.0	-0.1	11	13	8	-14	-2	-19
CCCCCNC(=O)Cc1cc(=O)[nH]c(=O)[nH]1	2	1.2	0.5	-1	1	5	5	1	-1

Reprinted from the part before: 2 entries, followed by the next part.
SMILES	D1 PAM	D2 ag	TRHR ag	D1 ag	TRHR enhancer	D2 potentiator	D1 antag	D2 antagonist	RXFP1 antagonist
Cc1cc(C(=O)CSc2ncccn2)c(C)n1-c1cccc(F)c1	-1	1.0	-0.1	11	13	8	-14	-2	-19
CCCCCNC(=O)Cc1cc(=O)[nH]c(=O)[nH]1	2	1.2	0.5	-1	1	5	5	1	-1
O=C(CSc1nnc(Cc2ccccc2)o1)NC1CC2CCC1C2 (stereo not drawn)	-3	3.8	-0.1	1	3	x	4	-4	-12
O=C(COC(=O)C1CC2CCCC(C1)C2=O)Nc1cccc(F)c1 (stereo not drawn)	x	1.2	0.2	6	-6	1	-2	10	-2
O=C(NCCc1ccccc1)C(=O)NCC1OCCN1S(=O)(=O)c1cccs1 (stereo not drawn)	6	x	-0.5	5	2	-15	3	x	-5
COc1cccc(C(C(=O)NC2CCCC2)N(C(=O)c2csnn2)C2CC2)c1 (stereo not drawn)	x	2.1	0.9	3	4	0	2	5	-2
N=c1c2c(-c3ccccc3)c(-c3ccccc3)n(Cc3ccco3)c2ncn1CCCO	2	4.4	-0.6	45*	5	8	0	2	-37
COc1ccc(Br)cc1[C@H]1[C@H]2C=CC[C@@H](C)[C@@H]2C(=O)N1Cc1ccccc1	3	0.0	-0.6	5	0	11	17	19	x
C=CCNCCCCOc1ccccc1-c1ccccc1	-13	0.3	1.3	19	4	-22	-2	49*	-25
COc1cc(NC(=S)NCCCN(C)C)c(OC)cc1NC(=O)c1ccco1	2	0.0	0.4	4	3	-4	10	4	-4
COc1ccccc1NS(=O)(=O)NC(=O)c1c(C)[nH]c2ccccc12	6	0.4	-0.1	5	-6	-8	7	13	-17
COC(=O)c1c(C)noc1-c1ccc(Cl)cc1	-1	x	-0.9	1	2	x	1	x	4
O=C(CS(=O)(=O)Cc1ccccc1)Nc1ccc2c(c1)OCO2	-2	-1.0	-4.7	3	-6	-23	-1	2	-15
CCOC(=O)CN1Cc2cccc(C(=O)O)c2C1=O	x	0.4	0.3	2	3	-6	-2	-16	6
O=C(COc1ccc(Cl)cc1)NCc1nnc(SCC(=O)N2CCCCCC2)o1	2	-0.2	-0.4	6	8	10	-12	-7	1
Cc1ccc(S(=O)(=O)N2CCN(C(=O)c3ccccc3)CC2)c(C)c1NS(C)(=O)=O	-3	x	0.6	-1	1	2	3	x	-5
COCCn1c(Cc2ccccc2)nnc1SCC(=O)N(C)C	-6	-0.7	0.1	4	-13	-6	7	27	-12
Cc1ccc(NS(=O)(=O)c2ccc(Cl)c(C(=O)O)c2)cc1S(=O)(=O)N1CCOCC1	6	1.4	1.0	2	4	4	-8	0	-6
CCCCN(CCCC)CC(O)CN(c1cc([N+](=O)[O-])ccc1OC)S(=O)(=O)c1ccccc1 (stereo not drawn)	-14	0.4	1.9	21	-4	-11	-20	-3	x
CC(=O)Nc1ccc(N2C(=O)CC(Sc3nc(C)cc(C)n3)C2=O)cc1 (stereo not drawn)	5	-0.6	0.8	0	-1	15	4	-2	2
CN(C)S(=O)(=O)c1ccc(Cl)c(C(=O)Nc2ccccc2[N+](=O)[O-])c1	-4	0.4	0.2	3	5	0	16	7	10
COc1ccccc1CNC(=O)c1ccc2c(c1)CCN2S(=O)(=O)c1ccc(Cl)cc1	5	1.0	1.2	4	1	3	5	x	2
COc1ccc(S(=O)(=O)N2CCCCC2)cc1NC(=O)CCNC(=O)c1ccccc1Cl	-3	0.3	-0.6	1	-8	6	-70*	30	6
Cc1oc(-c2ccccc2F)nc1CS(=O)CC(=O)NCc1ccccc1 (stereo not drawn)	-9	0.4	-0.3	0	0	-7	-1	-1	18
COC(=O)[C@@H]1C[C@@H]2CC[C@@H](O)C[C@@H]2N1Cc1ccc(N2CCN(C)CC2)cc1	2	-0.2	0.1	2	0	-2	-9	14	x
O=C1NC[C@@H](Cc2ccc(O)cc2)N(CC2CCCCC2)C1=O	2	x	0.1	2	7	2	-1	x	x
CC(C)(C)NC(=O)c1ccc2c(c1)CCO2	-1	0.3	0.1	3	-4	1	1	0	-2
CCC(=O)c1ccc(OCC(=O)Nc2ccc(N3CCOCC3)cc2N2CCOCC2)cc1	-1	x	0.0	1	9	-3	5	x	3

3 entries already listed, sorted by number of heavy atoms, smallest number first.
SMILES	D1 PAM	D2 ag	TRHR ag	D1 ag	TRHR enhancer	D2 potentiator	D1 antag	D2 antagonist	RXFP1 antagonist
CCOC(=O)c1c(C=O)c(C)n(Cc2ccc(Cl)cc2)c1C	-4	-1.7	-0.3	5	-3	4	2	-19	0
Cc1cc(C(=O)CSc2ncccn2)c(C)n1-c1cccc(F)c1	-1	1.0	-0.1	11	13	8	-14	-2	-19
COC(=O)[C@@H]1C[C@@]2(O)[C@H](O)[C@H](O)[C@H](O)C[C@H]2N1Cc1ccc(C(C)(C)C)cc1	-4	0.0	-0.1	3	-7	5	9	24	x
